OX1R antag = antagonists of human orexin 1 receptor (OX1R) | OX1R-expressing cells, FRET antagonist read-out | actives 1.8% (n = 330,000) | inhibition, % at 6.6 µM | Orexin/Hypocretin receptor type 1 (Homo sapiens), O43613; in the data active means inhibition mostly above about 38%, no sharp cut-off; inactive means mostly below about 40%;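 further: 0% = agonist challenge alone and 100% = reference antagonist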
Target sequence (O43613 whole entry, looked up): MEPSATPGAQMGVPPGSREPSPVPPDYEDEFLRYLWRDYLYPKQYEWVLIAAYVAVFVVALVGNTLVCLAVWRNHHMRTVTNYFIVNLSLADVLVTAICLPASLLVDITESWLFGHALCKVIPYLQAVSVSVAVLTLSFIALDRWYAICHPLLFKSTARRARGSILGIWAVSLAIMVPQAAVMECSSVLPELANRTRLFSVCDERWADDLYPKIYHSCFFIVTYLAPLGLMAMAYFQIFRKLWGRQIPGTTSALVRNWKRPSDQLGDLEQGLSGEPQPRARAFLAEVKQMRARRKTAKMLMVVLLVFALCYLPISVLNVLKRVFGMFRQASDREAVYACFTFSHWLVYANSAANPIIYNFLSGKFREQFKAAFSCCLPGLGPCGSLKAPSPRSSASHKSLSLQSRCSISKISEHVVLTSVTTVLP
STK33 kinase inh = inhibitors of purified STK33 kinase, primary screen, biochemical, ADP-Glo luminescence, homogeneous, cell-free; actives 0.073% (n = 320,000); Serine/threonine-protein kinase 33 (Homo sapiens), Q9BYT3; inhibition, % at 10 µM; MBP phosphorylation;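 active means inhibition at or above 25%, using the most active replicate where run in duplicate; inactive means inhibition below 25%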
Target sequence (Q9BYT3 whole entry, looked up): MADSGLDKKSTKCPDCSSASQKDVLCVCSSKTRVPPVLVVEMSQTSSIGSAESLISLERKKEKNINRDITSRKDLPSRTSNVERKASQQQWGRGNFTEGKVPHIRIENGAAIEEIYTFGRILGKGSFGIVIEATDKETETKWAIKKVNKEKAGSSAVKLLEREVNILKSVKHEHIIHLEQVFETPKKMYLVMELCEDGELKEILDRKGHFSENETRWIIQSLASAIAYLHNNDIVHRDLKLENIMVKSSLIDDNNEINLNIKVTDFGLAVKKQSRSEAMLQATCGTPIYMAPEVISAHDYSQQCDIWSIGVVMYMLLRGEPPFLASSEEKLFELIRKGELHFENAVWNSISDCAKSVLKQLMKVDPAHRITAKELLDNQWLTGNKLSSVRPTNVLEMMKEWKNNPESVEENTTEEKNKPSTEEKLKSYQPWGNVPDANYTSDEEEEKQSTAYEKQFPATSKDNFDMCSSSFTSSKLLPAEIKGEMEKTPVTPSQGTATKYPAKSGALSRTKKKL
Starred values were filed as active, the others as inactive; nt = no result given.

Every second line gives: OX1R antag	STK33 kinase inh
1	O=C(CCC(=O)N1CCN(c2ccc(Cl)c(Cl)c2)CC1)c1ccccc1
  7.8	1.0
2	Cc1ccc(NC(=O)CCN2CCC(Cc3ccccc3)CC2)cc1
  9.1	nt
3	O=C(NCc1ccc(C(F)(F)F)cc1)C1CC(c2ccccc2C(F)(F)F)=NO1 (configuration not stated)
  20.7	-0.9
4	C[C@@H](NC(=O)[C@@H]1Cc2ccccc2CN1C(=O)OC(C)(C)C)C(=O)NC1CCCCC1
  9.9	0.0
5	CC(C)(C)NC(=O)NC(=O)CN1CCN(S(=O)(=O)c2ccccc2)CC1
  2.0	0.2
6	Cc1cc(C)n(CC(C)O)c(=O)c1C#N (configuration not stated)
  16.6	-1.4
7	C=CCn1c(COc2ccc(F)cc2)nnc1SCC(=O)c1c[nH]c2c(CC)cccc12
  6.4	-0.2
8	COc1ccccc1CNC(=O)COC(=O)Cc1c(F)cccc1Cl
  3.2	-1.0
9	CN(C)c1ccc(N=c2sc3ccccc3n2C)cc1
  22.4	0.0
10	Cn1c(SCC(=O)NC2CC2)nnc1-c1cccs1
  6.5	-1.3
11	Cn1c(O)c(N=NC(=O)c2ccco2)c2ccccc21
  166.3*	0.1
12	CS(=O)(=O)Nc1ccc(C(=O)N2CCCCC2)cc1
  10.5	-2.7
13	Cc1ccc(-n2nc(C(=O)O)cc2-c2ccc(Cl)cc2)cc1
  16.6	-0.2
14	CCOC(=O)c1c(NC(=O)CCC(=O)O)sc2c1CC(C)(C)OC2
  9.5	0.6
15	O=C(N/C(=C\c1ccc2c(c1)OCO2)C(=O)N1CCOCC1)c1cccs1
  1.9	-0.3
16	CCC(=O)N1CCc2cc(S(=O)(=O)NC(C(=O)N3CCN(c4ccc(F)cc4)CC3)C(C)C)ccc21 (configuration not stated)
  24.6	-1.5
17	COc1cccc(N(C(=O)CNC(=O)c2ccco2)C(C(=O)NC2CCCC2)c2ccco2)c1 (configuration not stated)
  10.6	-0.1
18	CCCn1c(NC(=O)c2ccccc2)nc2ccccc21
  34.4	12.8
19	CC(=O)Nc1ccccc1C(=O)C(=O)Nc1ccc(F)c(Cl)c1
  -3.8	-2.1
20	COc1cccc(C(=O)Nc2nnc(S(=O)(=O)N3CCOCC3)s2)c1
  7.7	0.9
21	COc1ccc(NC(=O)C2CCCN2C(=O)OC(C)(C)C)cc1 (configuration not stated)
  8.6	-3.3
22	Cc1cccc(C)c1NC(=O)c1sc(N)nc1-c1ccccc1
  -12.7	-0.1
23	Cn1c(Cn2c(=O)sc3ccccc32)nnc1SCc1ccccc1F
  13.4	1.7
24	Cc1ccccc1-c1cc(C(=O)Nc2nc3c(s2)CCCC3)c2ccccc2n1
  18.3	-1.1
25	CNC(=O)c1cc(C)c(-c2ccccc2)s1
  7.3	0.5
26	CC(=O)Nc1c(O)nc(SCC(=O)N2CCCCC2)[nH]c1=O
  4.3	-1.7
27	CN1/C(=C\C=C(/C#N)C(=O)Nc2ccccc2F)C(C)(C)c2ccccc21
  13.5	0.7
28	COc1ccc(CNS(=O)(=O)c2cn(C)c(=O)n(C)c2=O)cc1
  -8.9	-1.3
29	CSc1ccccc1C(=O)N1CCCC(CNC(=O)c2ccc(F)cc2)C1 (configuration not stated)
  -3.7	1.0
30	COc1ccc(/C=C/C(=O)c2c(C)nc3ccccn23)cc1
  12.6	-0.9

Quoted at random: 2 entries already listed
Every second line gives: OX1R antag	STK33 kinase inh
9	CN(C)c1ccc(N=c2sc3ccccc3n2C)cc1
  22.4	0.0
12	CS(=O)(=O)Nc1ccc(C(=O)N2CCCCC2)cc1
  10.5	-2.7

Record cards, from the list above:
Shown for Cn1c(SCC(=O)NC2CC2)nnc1-c1cccs1 → OX1R antag = 6.5; STK33 kinase inh = -1.3
Shown for CC(=O)Nc1c(O)nc(SCC(=O)N2CCCCC2)[nH]c1=O → OX1R antag = 4.3; STK33 kinase inh = -1.7

Additional records:
Every second line gives: OX1R antag	STK33 kinase inh
31	CCOc1ccc(C2=C/C(=C/c3cccnc3)C(=O)O2)cc1
  18.4	0.1
32	Cn1c(N)c(C(=O)COC(=O)c2cc(S(=O)(=O)N3CCCCC3)ccc2Cl)c(=O)n(C)c1=O
  9.8	-1.2
33	CN(C)/C=N/c1nc2nccc(-c3cccs3)n2n1
  30.9	-2.0
34	CCOc1ccc(S(=O)(=O)Nc2ccccc2C(=O)NCc2ccco2)cc1
  34.9	1.3
35	CCCCC1=CC2=CC(=O)C(C)(OC(=O)CC)C(=O)C2=CN1Cc1ccco1 (configuration not stated)
  33.6	-1.9
36	COC(=O)c1cccc(S(=O)(=O)N2CCC(NC(=O)NC34CC5CC(CC(C5)C3)C4)CC2)c1
  3.1	-0.9
37	Cc1ccc(C)c(NC(=O)CN2C(=O)c3ccccc3C2=O)c1
  14.4	4.1
38	CC1CN(C)CCC1OC(=O)c1ccccc1 (configuration not stated)
  nt	0.5
39	Cc1cc(C(=O)OCC(=O)NCc2ccccc2)c(C)o1
  8.5	-0.2
40	C1CCN=C(Nc2nc3c(s2)CCCC3)CC1
  -0.3	0.3
41	Cc1ccc(-n2c(=O)[nH]c3c(oc4ccccc43)c2=O)cc1
  5.3	8.3
42	CC(=O)c1cc(C#N)c(NCc2cc(-c3ccccc3)no2)nc1C
  18.5	-0.5
43	O=c1c2c([nH]c3ccccc13)C(=C1CCCC1)CC2
  30.6	4.3
44	COc1cccc(CNC(=O)COC(=O)c2c(NC(C)=O)sc(C)c2C)c1
  17.1	-1.8
45	CC(C)Cn1c(N)c(C(=O)CSc2nncs2)c(=O)n(C)c1=O
  6.5	0.7
46	CCCc1cc(SCC(=O)Nc2c(C)n(C)n(-c3ccccc3)c2=O)n2c(nc3ccccc32)c1C#N
  13.6	1.1
47	CCOC(=O)CC(=O)Nc1nnc(C(C)C)s1
  7.0	-0.9
48	COc1cccc(NC(=O)C2CCN(Cc3cnn(-c4ccccc4)c3-n3cccc3)CC2)c1
  5.4	-0.3
49	CCc1nc2ccc(C(=O)N(C)CC(=O)Nc3ccc(Cl)c(C(F)(F)F)c3)cc2nc1CC
  -3.1	-0.4
50	CCC(=NNC(=O)c1ccc2c(c1)nc(C)n2CC)c1cc(F)ccc1O
  15.8	1.9
51	COc1ccc(OC)c(Nc2nc(-c3c(C)nc4ncccn34)cs2)c1
  4.2	0.5
52	O=C(CCN1C(=O)COc2ccccc21)N1CCCCC1
  10.4	-0.3
53	COc1ccc(C(=O)NNC2=Nc3cccc4cccc2c34)cc1
  29.8	-0.4
54	O=C(Nc1nc2ccccc2n1Cc1ccccc1)c1ccc(COc2ccccc2[N+](=O)[O-])o1
  14.5	-1.6
55	Cc1cnc(NC(=O)c2c(Cl)cnn2C)s1
  12.2	1.6
56	CSc1cccc(NC(=O)CN(C2CCCCC2)S(C)(=O)=O)c1
  29.8	1.2
57	CCOC(=O)CN1C(=O)C(O)(CC(=O)c2ccccn2)c2ccccc21 (configuration not stated)
  7.9	0.0
58	Cc1ccccc1C(=O)N1CCC(C(=O)N(C)CCOc2ccccc2)CC1
  21.7	-1.1
59	CCCCCCCCCCNC(=O)CCn1[nH]c(=O)c2ccccc2c1=O
  3.5	0.3
60	COc1ccc(NS(=O)(=O)c2ccc(S(=O)(=O)N3CCCC3)cc2)cc1
  17.2	0.5
61	COc1cc2c(cc1OC)C1=C(C#N)COCN1CC2
  40.7	0.2
62	COCCCn1c(C(=O)N2CC(C)OC(C)C2)cc2c(=O)n3ccccc3nc21 (configuration not stated)
  25.2	-0.4
63	Cc1cc2oc(C(=O)N(Cc3ccc(N(C)C)cc3)CC3CCCO3)c(C)c2cc1C (configuration not stated)
  20.6	-0.2
64	Nc1ccc(Oc2ccc(F)cc2)nc1
  20.9	-0.5
65	O=C(COc1ccc(Cl)cc1)N1CCN(c2ccc([N+](=O)[O-])c(N3CCCCC3)c2)CC1
  18.2	-0.3
66	CN(C)C(CNC(=O)CCNS(=O)(=O)c1ccccc1C(F)(F)F)c1ccccc1 (configuration not stated)
  1.6	-1.1
67	O=c1nc(Nc2ccc(Br)cc2)sc2ccc([N+](=O)[O-])cc12
  3.7	0.2
68	CC(C)N(C(=O)[C@H]1CC(CC(=O)NCc2cccc(C(F)(F)F)c2)C(=O)N2CCc3c([nH]c4ccccc34)[C@]12C)C(C)C (some centres not stated)
  5.3	-0.3
69	C[C@@H]1NC(=O)c2cc([N+](=O)[O-])cc(I)c2NCC[C@@H](C(N)=O)NC(=O)[C@H](CC(N)=O)NC1=O
  51.8	-0.6
70	CC(C)NCCOCCOc1ccc(Cl)cc1Br
  13.0	0.2
71	Cc1nc2ncnn2c(N2CCN(C(c3ccccc3)c3ccccc3)CC2)c1C
  1.0	-1.6
72	Cc1ccc(Cn2cnc3ccccc32)cc1C
  7.8	-0.2
73	N#Cc1ccc(CSc2nnc(NC(=O)C3CCCO3)s2)cc1 (configuration not stated)
  16.1	0.0
74	CCOc1ccc(NC(=O)CSc2nc3[nH]ncc3c(=O)[nH]2)cc1
  6.6	-0.6
75	O=C(OCCCOC(=O)c1ccccc1O)c1ccccc1O
  8.4	-0.3
76	C=CCN(CC(=O)O)S(=O)(=O)c1ccccc1C(F)(F)F
  2.4	-0.8
77	CCc1cc(-c2n[nH]c(C)c2-c2nc3ccccc3n2C)c(O)c(CN2CCN(C)CC2)c1O
  9.2	-1.6
78	O=C(Oc1ccc(NC2=NS(=O)(=O)c3ccccc32)cc1)c1cccnc1
  25.7	0.6
79	COc1ccc(N2CCN(S(=O)(=O)c3cccc(C(F)(F)F)c3)CC2)cc1
  4.0	5.4
80	O=C(Nc1ccc2ccccc2n1)c1ccccc1Cl
  21.9	-0.3
81	COc1ccc(OC)c(CCNC(=O)c2ccc(CS(=O)Cc3cccc(Cl)c3)o2)c1 (configuration not stated)
  8.8	-0.8
82	COc1ccc(NS(=O)(=O)c2cc(NC(=O)c3nn(C)c(=O)c4ccccc34)ccc2OC)cc1
  28.8	1.4
83	CCCNC(=S)Nc1ccc(S(N)(=O)=O)cc1
  17.8	-1.3
84	Cc1cc(-c2nnc(CCC(=O)NCc3cc(F)cc(C(F)(F)F)c3)o2)no1
  -7.7	-1.6
85	Cc1cc(C)cc(NC(=O)c2cc(=O)c3ccccc3o2)c1
  14.6	0.0
86	COc1ccc(C2c3[nH]c4ccccc4c3CCN2Cc2cccn2-c2ncccn2)cc1C (configuration not stated)
  26.1	0.4
87	CC(C(=O)OCC(=O)c1c(N)n(C)c(=O)n(C)c1=O)N1C(=O)c2ccccc2C1=O (configuration not stated)
  11.5	-0.2
88	N#CCC(CNc1ncc(C(F)(F)F)cc1Cl)OC(=O)c1ccc(Cl)cc1 (configuration not stated)
  12.1	-1.8
89	Cc1ccc(C(=O)NCC(=O)N2CCC3(CC2)NCCc2[nH]cnc23)cc1C
  3.2	0.0
90	CCOC(=O)c1c(NC(=O)COC(=O)c2ccccn2)sc(C)c1C
  6.4	0.0

Next records:
Every second line gives: OX1R antag	STK33 kinase inh
91	COc1ccc(CCNC(=O)/C=C/C(=O)O)cc1
  3.3	-0.2
92	Cc1cc(C)c(S(=O)(=O)N2CCN(S(=O)(=O)N3CCOCC3)CC2)c(C)c1
  4.5	-2.3
93	O=C(COC(=O)/C=C/c1cnc2ccccc2n1)NCC(F)(F)F
  23.8	-1.1
94	C=CCn1c(=O)c(C(=O)Nc2ccccc2O)c(O)c2ccccc21
  24.2	-1.1
95	CC(C(=O)O)n1nc(-c2ccccc2)c2ccccc21 (configuration not stated)
  4.7	-4.6
96	CS(=O)(=O)N1CCN(CC(=O)NC2CCCCC2)CC1
  10.5	0.8
97	COc1cc(CNc2ccc(CNc3ncn[nH]3)cc2)ccc1OCC(=O)NC(C)(C)C
  7.8	-1.2
98	N#Cc1cc(Cl)c(NCC2CCCO2)cc1C#N (configuration not stated)
  38.5	10.4
99	CCN(C(=O)CSc1nnc(COc2cccc(C)c2)o1)c1nc(C)cs1
  -11.7	-1.5
100	Cc1c(NC2=C(Cl)C(=O)N(c3ccccc3Cl)C2=O)c(=O)n(-c2ccccc2)n1C
  21.8	0.3
101	CN(Cc1ccon1)C(=O)c1ccc2nc(Cc3cccc(Cl)c3)oc2c1
  17.0	1.0
102	CC(C)(Oc1ccc(Cl)cc1)C(=O)N1CCC(C(N)=O)CC1
  13.8	-0.8
103	CCCCOc1ccc(NC(=O)CSc2cccc3cccnc23)cc1
  14.9	-0.3
104	O=C(CSc1nnc(CNc2ccccc2)o1)N1CCc2ccccc21
  19.8	-1.0
105	O=C(O)c1cc(S(=O)(=O)NC23CC4CC(CC(C4)C2)C3)ccc1Cl
  4.0	-0.2
106	OCCN(CCO)CC(O)COCCC12CC3CC(CC(C3)C1)C2 (configuration not stated)
  24.8	-1.1
107	Clc1ccc(NC2(c3nnnn3C3CCCCC3)CCCCC2)cc1
  15.9	-0.9
108	CC(C)c1ccc(N(CC(=O)NC2CCCCC2)C(=O)CNC(=O)c2ccco2)cc1
  28.1	-0.5
109	O=[N+]([O-])c1ccc(N2CCN(C(=S)Nc3ccccc3)CC2)cc1
  51.2	-1.6
110	CCOC(=O)C1=C(COC(=O)CNC(=O)c2cccc(C)c2)NC(=O)NC1C (configuration not stated)
  4.9	-1.0
111	Cc1nn(-c2ccccc2)c2c1C(c1ccc([N+](=O)[O-])cc1)C(C#N)=C(N)O2 (configuration not stated)
  16.1	0.2
112	COc1ccc(C(C)=O)cc1COc1ccccc1[N+](=O)[O-]
  20.5	0.8
113	Cc1noc(C)c1C(=O)N1CCOCC1
  -4.6	-1.0
114	O=C(Nc1nc2ccccc2n1Cc1ccc(Cl)cc1)c1ccco1
  -6.0	-1.7
115	CN1CCN(C(=O)c2ccccc2NC(=O)C(C)(C)C)CC1
  8.9	-1.0
116	CCOC(=O)c1cn(Cc2ccccc2)c(C(=O)OC(C)(C)C)c1O
  29.8	-0.5
117	COc1ccccc1Nc1nc(C2(C)CCC(=O)O2)cs1 (configuration not stated)
  4.0	-1.2
118	Cc1cc(NC(=O)c2ccc(N3CCCC3)c([N+](=O)[O-])c2)no1
  17.3	-0.3
119	N#CC1=C(N)SC(N)=C(C#N)C1c1cccc(Oc2ccccc2)c1
  34.3	1.4
120	COc1cccc(CN2CCNC(=O)C2CC(=O)NCc2cn3cccc(C)c3n2)c1OC (configuration not stated)
  1.4	-2.3
